# High-throughput results as filed in PubChem.
# Xi reactivation: X-chromosome reactivation activator | activation, % at 7.58 µM | XiGFP mouse fibroblasts, % GFP-positive cells imaging, 3 d; cells co-treated with 5-aza-dC sensitizer; scaled so ellipticine positive control = 100% | AID 743238 | 360,000 compounds, 0.055% hits;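 active means mean normalized replicate activation at least 10% and every replicate at or above 10%; inconclusive means only one of the two criteria met; inactive means mean below 10% and not all replicates reach 10%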;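 further: 0% = median of on-plate neutral control wells and 100% = ellipticine 6 µM median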
#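 System: 68-5-11 XiGFP fibroblast line; Timing: 3 days compound exposure; Compound dosing: one concentration, pinned; Benchmarks: positive control ellipticine, 6 µM final; Buffer or medium: DMEM containing 5-aza-dC.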
# Statin myotox sup: suppression of simvastatin myotoxicity | C2C12 myotubes + simvastatin, ATP luminescence, 48 h; scaled: DMSO 0, geranylgeraniol control 100 | rescue of ATP level, % at 7.49 µM | 330,000 compounds, 0.78% hits | AID 602340;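 active means mean ATP rescue above about 67%, or every replicate alone reaching that limit, limit read from the data, passing the limit was not always enough; inconclusive means no clear call, values can overlap the other calls; inactive means mean under the limit and some replicate under it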;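 further: myotubes were challenged with 10 µM simvastatin during compound exposure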
# SIRT5 inh: inhibitors of human sirtuin-5 desuccinylase; AID 652115; 330,000 compounds, 1.1% hits; inhibition, % at 15 µM; Q9NXA8; Purified SirT5, succinyl-peptide AMC, trypsin-coupled fluorescence; in the data active means inhibition above about 15%; inconclusive means no clear call, values can overlap the other calls
# PGC1a acetyl inh: modulators of PGC1a acetylation; U2OS PGC1a acetylation, AlphaScreen anti-acetyl-lysine; with virally co-expressed GCN5 acetyltransferase; inhibition, % at 15.6 µM; 350,000 compounds, 0.17% hits;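 active means every replicate shows inhibition of at least 40%; inconclusive means mean inhibition at least 40% but some replicate below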;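 further: 0% = neutral control wells and 100% = positive control wells; some results beyond the cut were filed as inactive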
# LGR2 inh: blocks bursicon-induced cAMP signaling via Drosophila LGR2; HEK293 LGR2, CRE-luciferase, bursicon-stimulated, 4 h; inhibition, % at 9.99 µM; 380,000 compounds, 0.35% hits;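 active means drop in luminescence signal, shown as inhibition above about 50% in the replicate tests, limit read from the data, passing the limit was not always enough; inconclusive means probably only some replicates passing the limit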;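 further: agonist challenge used bursicon conditioned medium at about half maximal strength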
# ERAP1 inh: blocks human ERAP1 aminopeptidase activity | Q9NZ08 | recombinant ERAP1, Leu-AMC fluorescence, 60 min | inhibition, % at 10.7 µM | 340,000 compounds, 0.15% hits | AID 652197;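 active means mean replicate inhibition of at least 30%, or all replicates individually reaching that 30% level; inactive means mean below 30% and not every replicate reaching it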;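 further: 0% = neutral control wells and 100% = L-leucinethiol positive control wells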
# Target sequence (Q9NZ08 whole entry, looked up): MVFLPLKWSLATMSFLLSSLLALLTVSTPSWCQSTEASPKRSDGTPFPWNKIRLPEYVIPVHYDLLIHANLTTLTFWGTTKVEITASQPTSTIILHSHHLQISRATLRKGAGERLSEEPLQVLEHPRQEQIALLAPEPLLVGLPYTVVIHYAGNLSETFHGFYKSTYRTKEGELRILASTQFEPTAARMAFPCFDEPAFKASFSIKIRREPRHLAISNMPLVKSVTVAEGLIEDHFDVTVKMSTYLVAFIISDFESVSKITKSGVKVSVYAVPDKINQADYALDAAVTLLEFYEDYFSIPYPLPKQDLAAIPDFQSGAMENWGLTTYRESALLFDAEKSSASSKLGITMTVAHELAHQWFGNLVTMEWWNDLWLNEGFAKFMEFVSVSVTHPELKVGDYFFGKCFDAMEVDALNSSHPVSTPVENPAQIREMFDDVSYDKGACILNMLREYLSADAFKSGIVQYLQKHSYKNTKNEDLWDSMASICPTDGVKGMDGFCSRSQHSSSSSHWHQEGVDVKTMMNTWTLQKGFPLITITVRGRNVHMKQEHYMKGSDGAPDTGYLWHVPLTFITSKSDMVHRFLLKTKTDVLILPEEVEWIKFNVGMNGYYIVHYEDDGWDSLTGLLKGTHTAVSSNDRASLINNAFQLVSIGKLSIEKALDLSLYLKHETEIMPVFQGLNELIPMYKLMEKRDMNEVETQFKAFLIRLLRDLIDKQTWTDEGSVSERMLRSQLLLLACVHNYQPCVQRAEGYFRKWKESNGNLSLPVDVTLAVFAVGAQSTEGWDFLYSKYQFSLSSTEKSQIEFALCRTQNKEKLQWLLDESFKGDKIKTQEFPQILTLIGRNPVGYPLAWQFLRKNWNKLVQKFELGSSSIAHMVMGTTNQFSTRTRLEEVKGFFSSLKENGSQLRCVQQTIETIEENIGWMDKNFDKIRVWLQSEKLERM
# Cneo AK release: causes C. neoformans cell lysis. 360,000 compounds, 0.2% hits. adenylate kinase release luminescence, 4 h; normalised: neutral wells 0, clomiphene wells 100. AID 651654. lysis activity, % at 15 µM;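 active means mean lysis activity across replicates of at least 80%, whatever share of replicates individually reach that level; inactive means mean lysis activity below 80%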
#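 Material: C. neoformans cells | Amount: Yeast cell density of 5 × 10^6 cells/mL | Medium: Fresh YPD growth medium | Dosing: Single dose | Times: Static 4 h at 37 °C with compound, 1 h detection | Detection: AK luminescence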
# S100A4 MyoIIA: inhibitors of human S100A4 binding to myosin IIA peptide | P26447 | S100A4/TAMRA-MyoIIA peptide fluorescence polarization | inhibition, % at 10.7 µM | 360,000 compounds, 0.14% hits;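 active means mean inhibition of at least 70% across replicates, with every replicate also reaching that level; inconclusive means mean inhibition reaches 70% but some replicates fall short; inactive means mean inhibition below 70%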
# Target sequence (P26447 whole entry, looked up): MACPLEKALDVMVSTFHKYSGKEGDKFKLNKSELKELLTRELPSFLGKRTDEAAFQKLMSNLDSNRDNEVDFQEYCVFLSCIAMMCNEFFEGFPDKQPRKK
#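 Test system: S100A4 monomer protein; Medium: HEPES pH 7.2 with CaCl2, KCl, NaCl, DTT, Triton; Probe or stimulus: TAMRA-labelled myosin IIA heavy-chain peptide probe, 5 nM; Doses: one dose per compound; Times: polarization read 5 min after assay mix addition, stable 5–60 min; Benchmarks: neutral control DMSO, positive control TFP.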
# * marks the source's active call; other numbers are inactive results; ? = inconclusive; nt = not tested or not shown; & = joins results of further samples.
SMILES,Xi reactivation,Statin myotox sup,SIRT5 inh,PGC1a acetyl inh,LGR2 inh,ERAP1 inh,Cneo AK release,S100A4 MyoIIA
COc1ccc(NC(=O)c2sc3ncnc(N4CCN(c5ccccn5)CC4)c3c2C)cc1Cl,0.2,-91.9,-4.6,-5.3,26.4,-0.8,-1.0,1.6
CCCC(=O)Nc1ccc2c(c1)OC[C@H](C)N(C(=O)c1ccccn1)C[C@H](C)[C@@H](OC)CN(C)C2=O,0.0,1.3,0.5,5.6,-3.4,-5.1,0.3,0.5
CC(=O)N1[C@H](CO)[C@H](c2ccc(-c3ccc(C#N)cc3)cc2)C12CN(C(=O)C1CC1)C2,0.0,nt,4.5,12.2,16.9,-3.5,nt,-8.9
CC(NC(=O)c1cccc(S(=O)(=O)N2CCN(Cc3ccccc3)CC2)c1)c1ccc(Cl)cc1 (centres undefined),0.2,-35.6,-0.3,4.3,1.9,-5.4,nt,-0.1
Cc1ccc(NC(=O)COC(=O)CCc2ccc(S(=O)(=O)N3CCOCC3)cc2)c(C)c1,0.1,nt,8.0,nt,nt,-4.6,nt,-2.6
CSCC(C)N1CCC(n2nccc2NC(=O)CCCc2ccccc2)CC1 (centres undefined),0.1,10.4,-14.8,7.6,9.9,0.7,-0.3,-32.4
CCOC(=O)CC[C@H](NC(=O)Cn1cnc2c(SC)nc(N)nc21)C(=O)OCC,0.2,-4.0,-2.0,-0.4,-9.4,-0.9,3.0,1.7
CO[C@H]1CN(C)C(=O)c2cc(NC(=O)C3CC3)ccc2OC[C@@H](C)N(Cc2ccc(F)cc2)C[C@H]1C,-0.4,14.8,-2.0,nt,-2.3,1.0,-0.7,12.3
CC(C)c1ccc(NC2CCCN(C(=O)c3cc(C(C)C)nc(N)n3)C2)cc1 (centres undefined),0.1,-5.1,0.4,9.6,-28.4,1.4,-1.2,-3.3
O=C(Nc1ccccc1NC(=O)C1CCCO1)c1ccco1 (centres undefined),0.0,nt,-3.6,nt,5.8,4.2,nt,-14.5
C[C@H](CO)N1C[C@H](C)[C@H](CN(C)Cc2ccccc2)OCCCC[C@H](C)Oc2ccc(NC(=O)c3ccccc3)cc2C1=O,0.0,nt,nt,8.0,-8.4,nt,7.2,nt
O=C(CSc1nc2ccccc2c(=O)n1Cc1ccco1)N1CCCC1,-0.2,nt,-0.2,nt,nt,-0.2,nt,2.9
CCC(C)[C@H](NS(=O)(=O)c1ccc(C)cc1)C(=O)N1CCC(C(=O)N2CCC(C(N)=O)CC2)CC1 (some centres undefined),nt,-16.2,-1.3,9.7,-2.4,-2.4,0.9,-14.8
O=C(C[C@@H]1CC[C@H](NS(=O)(=O)c2ccccc2)[C@H](CO)O1)NCc1ccc(Cl)c(Cl)c1,0.0,4.9,-2.3,1.5,2.9,0.4,3.1,-1.1
CC1=CC(c2ccccc2)n2ncnc2N1 (centres undefined),0.0,nt,nt,0.9,-4.2,nt,-0.9,nt
C[C@H](CO)N1C[C@H](C)[C@@H](CN(C)Cc2ccc(Oc3ccccc3)cc2)Oc2ccc(NC(=O)C3CC3)cc2CC1=O,-0.1,53.7,9.1,7.2,38.6,1.8,-0.8,-12.0
CCOC(=O)c1[nH]c(C)c(C(=O)OCC)c1C,-0.1,-4.8,nt,-14.6,-51.6,nt,-0.7,9.1
CC(=O)NCc1ccc(-c2csc(NC(=O)CCCc3nc4ccccc4c(=O)[nH]3)n2)cc1,0.3,-3.0,-2.9,-1.8,4.3,-3.1,-0.7,-0.9
CC1(C)CC(=O)C2=C(C1)NC1=C(C(=O)c3ccccc31)C2c1cccnc1 (centres undefined),0.3,nt,9.3,nt,-26.7,-1.7,nt,2.3
O=C(O)c1cc(NC(=O)C2CCCO2)cc(C(=O)O)c1 (centres undefined),-0.1,4.7,0.3,-1.6,10.9,-2.6,-0.4,-0.6
COCc1ccc(C(=O)N2CCCC(C(=O)c3ccc(Cl)cc3C)C2)o1 (centres undefined),0.0,19.3,0.7,7.3,10.5,0.6,1.2,-3.0
CN1c2ccc(-c3ccccc3)cc2[C@@H]2[C@@H](CCN2C(=O)c2ccc3c(c2)OCO3)[C@@H]1CO,0.1,49.0,10.8,-10.6,14.2,2.3,4.2,-17.8
CSc1ncc(Cl)c(C(=O)Nc2cccc(Cl)c2)n1,0.3,6.4,-0.9,0.1,-0.7,-0.4,-2.0,-2.5
COCCn1c(SCC(=O)Nc2nnc(C)s2)nnc1-c1c[nH]c2ccccc12,nt,nt,-5.7,2.9,-3.2,-3.3,nt,-1.5

# Part of the list above, with two lines to a compound.
# Values in the order: Xi reactivation	Statin myotox sup	SIRT5 inh	PGC1a acetyl inh	LGR2 inh	ERAP1 inh	Cneo AK release	S100A4 MyoIIA
> O=C(O)c1cc(NC(=O)C2CCCO2)cc(C(=O)O)c1 (centres undefined)
 : -0.1	4.7	0.3	-1.6	10.9	-2.6	-0.4	-0.6
> COCc1ccc(C(=O)N2CCCC(C(=O)c3ccc(Cl)cc3C)C2)o1 (centres undefined)
 : 0.0	19.3	0.7	7.3	10.5	0.6	1.2	-3.0

# (cont.)
SMILES,Xi reactivation,Statin myotox sup,SIRT5 inh,PGC1a acetyl inh,LGR2 inh,ERAP1 inh,Cneo AK release,S100A4 MyoIIA
CC(C)C[C@@]12C(=O)N(c3cccc(Br)c3)C(=O)N1[C@H](c1ccc(Cl)cc1)[C@@H]1C(=O)N(C3CCCCC3)C(=O)[C@@H]12,0.1,-1.0,-2.5,nt,-9.9,-2.3,-3.0,2.0
O=C(Nc1cccnc1)c1cccc([N+](=O)[O-])c1,-0.1,nt,-5.4,nt,-23.0,2.1,nt,-0.1
O=C(COc1ccccc1)N1CCN(S(=O)(=O)c2cccs2)CC1,nt,37.9,nt,-2.8,-3.4,nt,-9.6,nt
COC(=O)CN1C(=O)[C@H]2[C@@H](c3ccc(C)o3)N3C(=O)CN(Cc4ccc(-c5ccccc5)cc4)C(=O)[C@@]3(C)[C@H]2C1=O,0.0,0.5,-0.4,nt,nt,2.7,0.3,-5.3
O=C(Cn1nnc2ccccc21)c1ccc(Br)cc1,-0.2,-8.1,-3.6,13.9,-18.2,nt,-6.3,-4.9
CCOC(=O)C(C)(C)N(Cc1ccc(C)cc1)S(=O)(=O)c1ccc(Cl)c([N+](=O)[O-])c1,0.0,nt,-0.9,nt,nt,-4.6,nt,-1.2
Cc1cc(NC(=O)COc2ccc3ccccc3c2Br)no1,0.2,0.6,-2.3,-7.3,-135.9,-1.3,-2.1,1.2
CCOc1ccc(OCc2ccc(C(=O)NC(C)C)o2)cc1,0.0,1.2,1.2,21.1,-22.0,-0.7,0.5,-11.9
CC(C)c1cn(CC[C@H]2CC[C@@H](NC(=O)C3CCCCC3)[C@@H](CO)O2)nn1,0.2,4.9,0.4,-3.1,17.6,-2.3,1.0,-38.8
CCOC(=O)C1CCN(C(=O)C2CCC(=O)N(CC3CCCCC3)C2)CC1 (centres undefined),0.2,nt,-3.1,nt,8.1,-0.8,1.1,-2.2
COc1cccc(OC)c1C(=O)NC(=S)Nc1ccc(S(=O)(=O)Nc2nccs2)cc1,0.0,nt,0.8,1.1,2.0,-0.7,nt,0.6
Cc1onc(-c2ccccc2)c1-c1csc(N/N=C/c2ccccc2)n1,0.2,0.0,-2.4,-3.6,2.7,-2.8,nt,-3.0
O=C(Cc1ccccn1)NCC[C@H]1CC[C@H](NC(=O)CN2CCOCC2)[C@H](CO)O1,-0.2,-3.0,-0.8,-9.2,10.3,3.9,-1.2,11.9
CCOC(=O)C1(C)CCN1C(=O)c1ccc(F)c(Cl)c1 (centres undefined),0.0,19.8,4.7,-1.0,8.2,0.4,-3.2,0.4
Oc1ccc(Br)cc1/C=N/Nc1ncc(-c2ccccc2)cn1,0.1,nt,-1.2,-3.3,16.9,-5.1,nt,0.2
C=CC1C2C(C)=CC(C3C(=O)N(C)C(=O)C32)N1Cc1ccc(OC)cc1 (centres undefined),nt,nt,-5.2,0.2,nt,1.2,-1.9,3.0
COc1ccc2ccccc2c1/C=N/NC(=O)c1ccc([N+](=O)[O-])cc1,0.3,-19.5,-1.6,1.7,-7.3,-0.2,5.8,-20.4
CC1CC(C)CN(C(=O)Cn2cc(C=O)c3ccccc32)C1 (centres undefined),0.5,6.3,-3.0,2.6,-1.7,-2.5,-11.1,-2.8
O=C(CSc1nc2ccccc2o1)NC1CCCC1,0.0,nt,-1.6,nt,14.0,-1.2,nt,8.5
C[C@@H]1CCCCO[C@@H](CN(C)Cc2ccc(C(=O)O)cc2)[C@H](C)CN([C@H](C)CO)C(=O)c2cc(NC(=O)Nc3ccc(F)cc3)ccc2O1,-0.2,nt,-1.5,8.9,-13.9,-3.0,2.2,13.8
CCCNC(=O)C[C@H]1C[C@@H]2c3cc(NC(=O)c4ccc5c(c4)OCO5)ccc3O[C@@H]2[C@H](CO)O1,-0.1,-0.8,nt,-0.4,9.7,nt,7.6,nt
C[C@@H]1CN([C@H](C)CO)C(=O)Cc2cc(NC(=O)Nc3ccccc3)ccc2O[C@H]1CN(C)S(=O)(=O)c1cccs1,0.1,-4.3,2.6,1.7,-12.9,-2.1,2.7,-12.6
C/C=C/c1ccc(C2[C@H]3CNC[C@@H]2N3Cc2cc(-c3ccccc3)on2)cc1 (some centres undefined),?,nt,6.2&-1.2,-23.6&11.0,-22.3&12.4,-0.9&0.5,nt,-6.4&-11.2
N#C[C@@H]1[C@@H](c2ccccc2C2=CCCC2)[C@@H](CO)N1C(=O)NC1CCCC1,0.1,nt,4.8,7.9,-5.6,1.3,nt,-2.3
CC(C)c1ccc(S(=O)(=O)N2CCN(C(=O)CCNS(=O)(=O)c3ccccc3F)CC2)cc1,0.0,-19.1,2.1,-4.7,13.8,-3.6,2.1,-3.6
CCOC(=O)C1=C(C)N=c2sc(=C(C)C)c(=O)n2C1c1ccc(N(C)C)cc1 (centres undefined),nt,-45.9,-2.3,-6.0,-14.8,0.6,-2.5,-1.3
CC(C)CC#Cc1cnc2c(c1)C(=O)N([C@@H](C)CO)C[C@@H](C)[C@@H](CN(C)C(=O)Cc1ccccc1)O2,-0.5,12.8,-3.1,0.6,4.0,3.1,3.0,3.2
CCCOc1ccc(N2C(=O)CC(N3CCN(CCN=CC4C(=O)CC(C)(C)CC4=O)CC3)C2=O)cc1 (centres undefined),0.0,nt,-0.3,0.0,1.7,0.7,nt,-2.8
CCc1cc(=O)oc2cc(C)cc(OC(C)C(=O)NCc3ccncc3)c12 (centres undefined),0.0,-6.3,-14.1,10.4,-13.5,-15.1,-0.2,-1.9
Cc1ccc(S(=O)(=O)N2CCOCC2)cc1NC(=O)COC(=O)CNC(=O)c1ccc(Oc2ccccc2)cc1,0.1,nt,-2.6,nt,11.3,7.4,nt,2.8
CSc1nc(Cl)cc(=O)[nH]1,-0.1,3.3,-4.3,nt,-6.2,-3.5,2.6,-2.8
O=C(N/N=C/c1ccsc1)c1cc(-c2cccs2)nc2ccccc12,-0.1,nt,-0.1,2.4,10.1,0.2,-2.7,-9.4
COc1ccc2oc(C(=O)NC(C)c3ccccn3)c(C)c2c1 (centres undefined),0.2,3.9,-9.7,7.0,-23.2,-3.4,-2.6,-4.0

# This is a subset; the hit share may differ from the screen's.
